PTHR1 agonist: activates the human parathyroid hormone receptor PTHR1; HEK293 GP2 PTHR1 cells, GloSensor cAMP luminescence, 1 h; Potency, µM (doses to about 115 µM), for inactives: at the top dose activation, hits mostly activators; actives 0.075% (n = 410,000); AID 743266; further: potency means the concentration at half of the fitted maximal effect; nearly all actives have a fitted effect of over 55% in size; some results filed as inactive show a strong effect at the top dose; inactives centre near -15; many of its hits are not listed in these tables
Target sequence (Q03431 whole entry, looked up): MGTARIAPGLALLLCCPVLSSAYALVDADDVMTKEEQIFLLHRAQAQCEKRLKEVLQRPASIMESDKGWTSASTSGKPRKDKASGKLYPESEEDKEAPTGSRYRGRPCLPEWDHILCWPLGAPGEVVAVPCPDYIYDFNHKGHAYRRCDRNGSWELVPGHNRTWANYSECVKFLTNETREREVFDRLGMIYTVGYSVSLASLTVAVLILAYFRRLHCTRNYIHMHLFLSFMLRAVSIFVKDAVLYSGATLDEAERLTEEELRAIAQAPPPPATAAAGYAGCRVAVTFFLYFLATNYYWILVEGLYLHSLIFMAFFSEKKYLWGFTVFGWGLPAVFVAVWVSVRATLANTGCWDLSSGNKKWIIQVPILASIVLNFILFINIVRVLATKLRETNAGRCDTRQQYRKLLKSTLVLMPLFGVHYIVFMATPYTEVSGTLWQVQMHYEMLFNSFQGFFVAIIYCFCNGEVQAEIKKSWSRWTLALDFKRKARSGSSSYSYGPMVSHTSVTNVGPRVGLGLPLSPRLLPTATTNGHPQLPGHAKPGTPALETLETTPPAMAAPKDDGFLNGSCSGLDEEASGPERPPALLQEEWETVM
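HEK-293-derived GP2 cells expressing PTHR1 and a GloSensor cAMP reporter, 3,000/well, plated overnight, given luciferin plus IBMX (each 0.5 mM as added) for 1 h at 37 °C, then compound for 1 h at 37 °C. Luminescence was read after 15 min at room temperature.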
pAkt inh: inhibitors of Akt phosphorylation | Neuro2A IGF-stimulated pAkt S473 HTRF, 20 min; stronger effect = lower value | activity change, % for hits at 50 µM | actives 0.32% (n = 360,000); in the data active means activity change below about -80%; inconclusive means mostly about -51% to -80%; further: on the % scale 0 is the no-effect control and ±100 the full control effect
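Neuro2A cells (4,500/well, DMEM with 0.5% FBS) were treated with compound at a single 50 µM final concentration, stimulated with 6 nM IGF for 20 min at 37 °C, and lysed. Phospho-Akt Ser473 was read by HTRF as 665/615 ratio ×10^4.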
GLP1R inv ag: GLP-1 receptor (human) inverse agonism; actives 1.6% (n = 410,000); AID 624417; P43220; HEK293 GLP-1R CRE-luciferase, luminescence, 24 h; GLP-1R form is constitutively active; Potency, µM (doses to about 38.3 µM), without a hit: top-dose activity change, negative = inhibition, actives largely listed as inhibitors; further: potency means the concentration at half of the fitted maximal effect; on the % scale 0 is the no-effect control and ±100 the full control effect; nearly all actives have a fitted effect of over 55% in size
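qHTS in 1536-well format: reporter HEK293 cells expressing constitutive GLP-1R activity in DMEM + 10% Nu serum, 24 hr with compounds at 37 deg C, luminescence read after 12 min with detection reagent.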
FUS suppressor: FUS proteinopathy suppression in yeast; AID 1347120; actives 0.24% (n = 390,000); Potency, µM (titrated, usually from 76.6 µM), inactives show at the top dose growth rescue (activation), actives largely listed as activators; S. cerevisiae FUS-expressing, growth rescue, OD600, 24 h;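 further: potency means the concentration at half of the fitted maximal effect; plate controls were DMSO vehicle for no effect and reference control for full effect; nearly all actives have a fitted effect of over 55% in size; some results filed as inactive show a strong effect at the top dose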
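Read-out: OD at 600 nm after 24hr at 30C, reporting rescue of FUS-induced yeast toxicity. Cells at OD 0.005 in galactose (2%) minimal medium; compounds tested in a dilution series; CP55940 titration from 92uM final as control.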
GLP1R ag: agonists of human GLP-1 receptor; HEK293 GLP-1R CRE-luciferase, luminescence, 4-6 h; cells express a hypersensitive GLP-1R form; Potency, µM (highest dose often 45.6 µM), for inactives: at the highest dose activation, hits mostly activators; actives 0.007% (n = 380,000); AID 624172; further: potency means the concentration at half of the fitted maximal effect; % of control where 0% means no effect
TDP-43 yeast inh: inhibitors of TDP-43 toxicity in yeast; TDP-43 expressing yeast growth rescue, BacTiter-Glo, 24 h; Potency, µM (series often up to 46.1 µM), for the others: at the top dose growth rescue (activation), hits mostly activators; actives 1.8% (n = 410,000); further: potency means the concentration at half of the fitted maximal effect; % of control where 0% means no effect; nearly all actives have a fitted effect of over 50% in size
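Readout is BacTiter-Glo luminescence of cell growth, so inhibitors register as activators. TDP-43-expressing yeast at OD600=0.02 in galactose medium, after raffinose pregrowth to mid-log, were incubated with compound for 24 hr at 30 deg C.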
aSyn yeast inh: rescues yeast growth from alpha-synuclein toxicity | Potency, µM (series often up to 46.1 µM), inactives show top-dose growth rescue (activation), most hits filed as activators | actives 0.14% (n = 370,000) | Yeast expressing alpha-synuclein, growth rescue, BacTiter-Glo, 24 h; further: potency means the concentration at half of the fitted maximal effect; % of control where 0% means no effect; nearly all actives have a fitted effect of over 65% in size
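Galactose-induced alpha-syn yeast (OD600=0.02, raffinose-pregrown) + pinned cpd, 24 hr, 30 deg C; growth by BacTiter-Glo luminescence. Growth restoration scores as activation.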
D3 antag: D3 dopamine receptor (human) antagonism; actives 2.5% (n = 360,000); max response, negative = inhibition, %; P35462; AID 652054; D3R cells, DiscoveRx beta-arrestin luminescence, antagonist mode; stronger effect = lower value; in the data active means max response below about -50%; inconclusive means no clear call, values can overlap the other calls; further: on the % scale 0 is the no-effect control and ±100 the full control effect; mostly tested at two doses, the higher about 12 µM
Target sequence (P35462 whole entry, looked up): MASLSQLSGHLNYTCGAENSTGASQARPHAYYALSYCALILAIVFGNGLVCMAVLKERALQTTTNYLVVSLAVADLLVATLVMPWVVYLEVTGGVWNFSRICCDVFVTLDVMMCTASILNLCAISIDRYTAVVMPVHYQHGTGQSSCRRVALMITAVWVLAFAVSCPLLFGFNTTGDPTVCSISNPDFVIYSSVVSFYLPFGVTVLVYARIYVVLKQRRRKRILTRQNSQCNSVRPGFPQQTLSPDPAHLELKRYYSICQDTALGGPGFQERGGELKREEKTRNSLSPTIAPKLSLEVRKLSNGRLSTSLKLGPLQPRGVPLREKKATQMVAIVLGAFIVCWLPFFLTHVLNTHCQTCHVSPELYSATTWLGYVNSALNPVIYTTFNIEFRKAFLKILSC
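Cells plated overnight at 1500 cells/well, then exposed to library compounds with dopamine controls for 90 minutes at 37 degrees C. DiscoveRx reagent added for 30–60 minutes at room temperature; luminescence read, quantitative HTS format.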
Abeta rescue: compounds reversing amyloid beta toxicity in yeast. yeast expressing A-beta42, growth rescue, OD600, 48 h; response scale: 0% DMSO, 100% iron-clioquinol control. Potency, µM (top dose mostly 46.1 µM), for the others: top-dose growth rescue, hits mostly activators. actives 0.063% (n = 410,000); further: potency means the concentration at half of the fitted maximal effect; nearly all actives have a fitted effect of over 55% in size
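Growth rescue measured by 600 nm absorbance after 48 h yeast culture at 30 C with compound. Values normalized between DMSO and an equimolar ferric chloride plus clioquinol control.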
Numbers without * were called inactive; i = inactive; ? = inconclusive; . = no result given; & = joins results of further samples; [ ] = dose if it differs, or a comment. Unless noted, the call rests on the fitted dose curve; in most records, active means well fitted curve in the direction sought with a large enough effect; inconclusive means small, poorly fitted or top-dose-only effect, or another doubt; inactive means no such curve, though single readings can be large; an effect the other way counts as inactive or inconclusive.

SMILES	PTHR1 agonist	pAkt inh	GLP1R inv ag	FUS suppressor	GLP1R ag	TDP-43 yeast inh	aSyn yeast inh	D3 antag	Abeta rescue
Cc1ccc(S(=O)(=O)NN2C(=O)/C(=C/c3cccs3)SC2=S)cc1	-48%[inhibitor]	i	-27%	8%	-7%	3%	8%	-8	15%
CCCc1cc2c(=O)c(-c3nc4ccccc4s3)c(COCC(=O)O)oc2cc1O	-2%	i	23%	24%	0%	-15%	1%	12	-11%
Cc1ccc(C(=O)NCCc2sc(C)nc2C)cc1	-18%	i	13%	.	0%	19%	4%	?	0%
CCN1C(=O)c2cccc3c(S(=O)(=O)NCc4cccnc4)ccc1c23	i	i	13%	-22%	-5%	1%	3%	28	9%
O=C1CN(C(=O)COC(=O)c2ccc[n+]([O-])c2)c2ccccc2N1	3%	i	18%[7.66 µM]	27%	0%	-21%[9.22 µM]	2%	3	-18%
O=C(c1ccc(F)cc1)c1cn[nH]c1-c1ccccc1O	-10%[57.5 µM]	i	-38%	11%	6%	-11%	5%	-13	8%
O=C(c1cccs1)N1CCN(Cc2nc(-c3ccccc3)no2)CC1	-34%[inhibitor]	i	10%	-11%	-2%	23%	-3%	-8	4%
CC(C)C[C@H](NC(=O)C1CCN(S(=O)(=O)c2ccccc2)CC1)C(=O)NCc1cccnc1	i	i	5%	-1%	-5%	5%	2%	5	11%
COc1ccc(C(=O)Cn2c(=O)c(-c3cc(C)ccc3NC(C)=O)nc3ccccc32)cc1	?	.	7%	-4%	.	1%	.	.	-12%
Cc1cc(NC(=O)CCC(=O)N(CC2CCCO2)C(C(=O)NC2CCCC2)c2cccnc2)no1 (stereo unspecified)	i	i	19%	12%	-13%	-3%	-1%	?	0%
CCOc1cc(CNc2cccc3ccccc23)cc(Br)c1OCC(=O)NC(C)(C)C	i	i	?	10%	0%	0%	12%	10	16%
O=S(=O)(Nc1cccc(-n2cnnn2)c1)c1ccc(Cl)cc1	-11%	i	-5%	-10%	-3%	-8%	-3%	5	-16%
CC(C)c1ccc(/C=C(\C#N)c2nc(-c3ccc(O)cc3)cs2)cc1	i	.	-12%	16%	.	?	.	.	-25%
Fc1cccc(Cl)c1Cn1nnc2c(NCc3ccncc3)ncnc21	-23%	i	16%	7%	10%	16%	-1%	12	2%
Cc1cccc2c1cnn2C(=O)Nc1ccccc1Cl	-5%	i	20%	17%	1%	0%	-10%	-15	-10%
COc1ccc(N2CSC(=S)N(c3ccc(OC)cc3)C2)cc1	i	i	5%	16%	1%	17%	15%	-1	11%
COc1ccc(/C=C/C(=O)c2ccc(Cl)cc2)c(OC)c1	-69%[inhibitor]	i	?	.	-3%	?	-16%	0	13%
COC(=O)c1ccccc1NC(=O)c1ccc(COc2cc(C)cc(C)c2)o1	-24%[57.5 µM]	i	?	-17%&-11%	0%	16%&2%	10%	71	9%&-2%
O=C(O)Cn1cc(/C=N/NC(=O)c2cc3cc(Br)ccc3o2)c2ccccc21	i	i	-1%	26%	-2%	19%	3%	4	-6%
COc1cc(/C=C(\C#N)C(=O)NCc2ccccc2)ccc1OCc1ccc(C(=O)O)cc1	-34%[inhibitor]	i	13%	33%	-2%	25%	2%	1	13%
CSc1cccc(NC(=O)c2ccc(Cl)nc2)c1	-8%[57.5 µM]	.	-27%	1%	1%	-7%	-8%	-12	2%
COCCNC(=S)N(CCc1c(C)[nH]c2ccc(Cl)cc12)Cc1cccs1	-22%	i	2.5µM*	29%	9%	-15%[0.397 µM]	?	0	?
Nc1ncc(Br)cc1S(=O)(=O)NCCC(=O)N1CCN(c2ccccc2)CC1	i	i	-22%	8%	-1%	13%	2%	1	-5%
CN(C)Cc1c(O)ccc2c3c(c(=O)oc12)CCCCC3	i	i	9%	6%	0%	11%	1%	16	18%
CC(=O)Nc1ccc(S(=O)(=O)N2CCC(C(=O)O)(c3ccccc3)CC2)cc1	-12%	i	18%	15%	-5%	-9%	5%	2	8%
Later entries
SMILES	PTHR1 agonist	pAkt inh	GLP1R inv ag	FUS suppressor	GLP1R ag	TDP-43 yeast inh	aSyn yeast inh	D3 antag	Abeta rescue
O=C(NCCc1ccccc1)c1c[nH]c2ccc(F)cc2c1=O	-10%	i	1%	-5%	1%	3%	-3%	-6	-9%
COc1ccc(NS(=O)(=O)CC(C)C)c(OC)c1	i	i	7%	-10%	-1%	1%	4%	-4	1%
COC(=O)C1=C(O)CSC1=Nc1cccc(C(F)(F)F)c1	-16%	i	6%	-4%	-2%	28%	-4%	-15	-17%
CCCOC(=O)CCNc1n[nH]c(=O)[nH]c1=O	i	i	10%	-39%	-4%	3%	2%	3	2%
O=C(c1ccccc1)c1c[nH]c(C(=O)C(Cl)(Cl)Cl)c1	i	i	6%	3%	1%	12%	1%	-15	1%
Cc1ccc(S(=O)(=O)c2nc(-c3ccco3)oc2SCc2ccc(F)cc2)cc1	i	.	?	31%	.	8%	.	.	7%
COc1ccccc1C(=O)N1CCCC(c2nc(-c3cc(OC)c(OC)c(OC)c3)no2)C1 (stereo unspecified)	i	i	14%	.	4%	15%	-3%	1	-21%
CCOc1ccc(S(=O)(=O)NCCCN2CCCC2=O)cc1	-7%	i	13%	-9%	0%	12%	7%	2	-4%
CCOC(=O)c1ccc(CN(Cc2ccc(OC)cc2)S(=O)(=O)c2cccc(C(F)(F)F)c2)cc1	i	.	-8%	25%	.	14%	.	.	-13%
Cc1cc(F)ccc1NC(=O)c1ccc(NS(=O)(=O)c2cccs2)cc1	i	i	?	1%	0%	0%	0%	-19	7%
COc1ccc(C2CC(=O)Oc3ccc(OC)cc32)cc1 (stereo unspecified)	i	i	-3%	12%	7%	26%	10%	7	6%
CCOC(OCC)c1cc2ccccc2cn1	0%	i	29%	-21%	7%	22%	3%	8	2%
O=C(N/N=C/c1ccc2c(c1)OCO2)c1cc(-c2ccncc2)nc2ccccc12	-8%	i	-7%	5%	2%	7%	-3%	-8	10%
Cc1ccc(CNC(=O)c2cc3c(=O)n(Cc4ccco4)ccc3nc2C)cc1	-14%	.	?	34%	.	10%	.	.	-13%
CC(C)C(C)(C#N)NC(=O)CSc1nncn1-c1ccccc1 (stereo unspecified)	i	i	-8%	-8%	0%	0%	-4%	12	?
O=C(N/N=C/c1ccco1)c1ccn[nH]1	-21%	i	19%	-1%	0%	-18%	-19%	0	-6%
O=C(O)C1CCCN(C(=O)NCc2ccccc2)C1 (stereo unspecified)	i	i	3%	8%	-12%	13%	8%	20	6%
CCC(=O)NC(NC(=O)CC)C(Cl)Cl	-16%[57.5 µM]	i	-2%	-4%	17%	17%	4%	-9	4%
O=C(c1cn(-c2ccccc2)nc1-c1cccnc1)N1CCN(S(=O)(=O)c2ccc(Cl)cc2)CC1	i	i	-7%	-1%	1%	17%	3%	13	2%
COc1cc(OC)c(OC)cc1/C=N/Nc1ncnc2c1[nH]c1ccccc12	-16%	i	47%[activator]	.	17%	?	-4%	34	6%
O=C(/C=C/c1ccc2c(c1)OCO2)Nc1c(C(=O)O)[nH]c2ccccc12	i	i	2%	29%	-17%	-2%	-2%	-18	-3%
CCOc1ccc(CCNC(=O)CCNC(=O)c2ccccc2Cl)cc1OCC	-24%	i	4%	4%	12%	-12%	-2%	-3	-10%
COC(=O)c1ccc(/C=N/NC(=O)C2CC(=O)N(c3ccc(OC)cc3)C2)cc1 (stereo unspecified)	1%	i	15%	.	4%	-27%	6%	-12	0%
CCCCCCN1C[C@@H](O)[C@H](n2cc(COC(=O)c3ccccc3)nn2)C[C@@H]1c1ccc(C)cc1	-12%	i	4%	10%	-5%	17%	?	-15	7%
COc1cc2c(cc1OC)C(COc1ccccc1OC)N(C(=O)COc1ccc(Cl)cc1)CC2 (stereo unspecified)	-1%	.	?	?	19%	.	.	.	-1%
(further entries)
SMILES	PTHR1 agonist	pAkt inh	GLP1R inv ag	FUS suppressor	GLP1R ag	TDP-43 yeast inh	aSyn yeast inh	D3 antag	Abeta rescue
CC1CN(C(=O)CCC(=O)NC2CCCCC2)c2ccccc2S1 (stereo unspecified)	-24%	i	-21%	-6%	1%	?	1%	-19	18%
COc1cc(Cl)c(C)cc1NC(=O)Cn1ncc2c3ccccc3n(Cc3ccccc3)c2c1=O	-1%	.	7%	-10%	.	25%	.	.	2%
Cc1cc(C(=O)CCC(=O)N(C)CC2COc3ccccc3O2)c(C)s1 (stereo unspecified)	-34%[inhibitor]	i	-19%	15%	-4%	21%	7%	-5	-6%
c1ccc(C2NCCn3cccc32)cc1 (stereo unspecified)	i	i	-18%	16%	-2%	-9%	-9%	5	?
CCN(C(=O)CN1C(=O)COc2ccc(S(=O)(=O)N3CCOCC3)cc21)c1cccc(C)c1	i	.	3%	7%	.	15%	.	.	-12%
Cc1cc(C)cc(OCC(=O)NCC2(N(C)C)CCCCC2)c1	-13%	.	?	-22%	.	8%[9.22 µM]	.	.	-12%
COc1ccccc1C1C2=C(CC(C)(C)CC2=O)Nc2nnnn21 (stereo unspecified)	i	i	0%	.	-9%	6%	-16%	-10	24%
CC1(NC(=O)N2CCOCC2)CCS(=O)(=O)C1 (stereo unspecified)	-5%[57.5 µM]	i	12%	0%	-1%	-18%	-1%	-20	-10%
Cc1ccccc1NC(=O)Cn1nnc(-c2ccc(N3CCOCC3)cc2)n1	i	i	0%	24%	-6%	7%	-9%	28	10%
COCC(C)n1c(C)cc(C(=O)CN2C(=O)NC3(CCCCC3C)C2=O)c1C (stereo unspecified)	i	i	5%	13%	-2%	-6%	16%	1	-4%

Individual results from the results shown:
Result for `CC1CN(C(=O)CCC(=O)NC2CCCCC2)c2ccccc2S1` (stereo unspecified) under FUS suppressor: -6%
Result for `CCN(C(=O)CN1C(=O)COc2ccc(S(=O)(=O)N3CCOCC3)cc21)c1cccc(C)c1` under FUS suppressor: 7%

Screens: PubChem, National Center for Advancing Translational Sciences (NCATS)

Some of the compounds tested; count on the stated rates, not on these rows.
